PV pol inh = poliovirus RdRp elongation inhibitors, primary screen, biochemical, fluorescence polarization, total intensity. 150,000 compounds, 0.66% hits. % elongation, % (compound at 16.7 µg/mL). Genome polyprotein (Poliovirus type 1 (strain Mahoney)), P03300. poliovirus polymerase elongation; stronger effect = lower value; in the data active means % elongation below about 90%; further: some results filed as inactive read as strong as hits
Target sequence (P03300 1749-2209 limits assumed): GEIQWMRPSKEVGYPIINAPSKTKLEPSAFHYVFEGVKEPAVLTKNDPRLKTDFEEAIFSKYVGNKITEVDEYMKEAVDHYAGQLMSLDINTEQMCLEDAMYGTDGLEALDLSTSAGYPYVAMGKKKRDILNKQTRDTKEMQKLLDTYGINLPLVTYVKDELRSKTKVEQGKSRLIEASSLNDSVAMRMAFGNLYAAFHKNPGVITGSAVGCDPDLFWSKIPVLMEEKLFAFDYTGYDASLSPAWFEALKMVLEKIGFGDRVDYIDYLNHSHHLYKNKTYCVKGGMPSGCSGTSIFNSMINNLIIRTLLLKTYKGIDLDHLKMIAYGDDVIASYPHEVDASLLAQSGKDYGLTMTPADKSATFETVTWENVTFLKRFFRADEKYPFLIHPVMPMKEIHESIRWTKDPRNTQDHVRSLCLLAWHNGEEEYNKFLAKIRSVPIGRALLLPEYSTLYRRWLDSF
PV pol inh FP z-score = recorded beside PV pol inh, whose call it bears; z-score; measured here: FP z-score; hits read low
An asterisk follows results filed as active.

SMILES | PV pol inh | PV pol inh FP z-score
CCOc1ccc(/C=N/N2C(=O)NC(C)(CC)C2=O)c(O)c1 (stereo not given) | 103 | -0.1
Cc1ccnc(NS(=O)(=O)c2ccc(NC(=O)c3nc(SC(C)C)ncc3Cl)cc2)n1 | 110 | 0.5
O=C1Nc2ccccc2/C1=C/C=C/c1ccco1 | 101 | -0.1
CCCCn1c(SCc2cc(=O)n3cc(Cl)ccc3n2)nc2ccc(N3CCOCC3)cc2c1=O | 100 | -0.2
Cc1ccc(C)c(N2CCN(C(=O)c3c(C)oc4nc(C)nc(N5CCOCC5)c34)CC2)c1 | 96 | -1.5
CC(C)c1c(O)nc(SCCC(=O)O)[nH]c1=O | 101 | -0.4
Cc1cc(C)nc(SCc2nnc(SCC(=O)NCc3ccccc3)o2)n1 | 103 | 0.4
Cc1ccc2nc(-c3c[nH]c4ccccc34)c(Nc3ccc(F)cc3)n2c1 | 107 | 0.3
O=S(=O)(c1ccc2[nH]c3c(c2c1)CCCCC3)N1CCN(c2ccccc2)CC1 | 105 | -0.6
O=P(OCC(F)(F)F)(N1CCCCC1)N1CCCCC1 | 102 | 0.1
Cc1ccccc1CSc1nc2c(sc3ccccc32)c(=O)n1CCCC(=O)NCCCOC(C)C | 107 | 0.4
O=C(CCCn1c(=O)c2cccn2c2ccccc21)NCc1ccccc1Br | 113 | 1.2
COC(=O)c1ccc(NC(=O)COC(=O)C2CCN(S(=O)(=O)c3cccs3)CC2)cc1 | 101 | 0.1
Cc1ccc(-c2nnc(SCN3C(=O)c4ccccc4C3=O)o2)cc1C | 100 | -0.3
O=C(NC1CC1)C1CCN(C(=O)NCc2ccccc2)CC1 | 106 | 1.3
CCCn1c(SCC(=O)NCCc2ccccc2)nc(O)cc1=O | 101 | -0.3
Cc1cc(C)nc(SCC(=O)OCC(=O)Nc2cc(C)nn2-c2ccccc2)n1 | 100 | -0.5
CCOC(=O)c1cc(C)n(-c2cccc(F)c2C#N)n1 | 105 | 1
Cc1nn(-c2ccccc2)c2sc(C(=O)NCCCN3CCOCC3)cc12 | 98 | -0.1
CC(N)c1ccc(C(=O)O)o1 (stereo not given) | 102 | 0.2
C[n+]1ccc(CCc2cc[n+](C)cc2)cc1 | 106 | 0.3
CCOC(=O)CSc1nc2c(c(=O)[nH]1)C1(CCCC1)Cc1ccccc1-2 | 101 | 0.4
COc1cc(OC)cc(OCC(O)Cn2ccnc2)c1 (stereo not given) | 105 | 0.2
CCCn1c(N2CCN(C(=O)/C=C/C(=O)O)CC2)nc2ccccc21 | 99 | -1
CCc1ccc(CNC(=O)C2CCN(c3nnc(-n4c(C)ccc4C)s3)CC2)cc1 | 106 | -0.3
Cc1ccc(C2=NS(=O)(=O)N(C)C(C(=O)N3CCC(C)CC3)=C2)cc1 | 101 | -0.6
Nc1sc2c(c1C(=O)c1cccs1)CCCC2 | 104 | 0.1
C=CCN=C1NN=C(c2ccc(Cl)cc2)C(C)S1 (stereo not given) | 103 | 0.1
CCSc1nc2ccccc2c(=O)n1C(C)C | 101 | -0.2
CC(C)(C)C1CCc2nc(NC(=O)COc3ccc(F)cc3)sc2C1 (stereo not given) | 96 | -2.5

Arranged by SMILES length (highest first): 19 of the compounds above.
SMILES | PV pol inh | PV pol inh FP z-score
Cc1ccc(C)c(N2CCN(C(=O)c3c(C)oc4nc(C)nc(N5CCOCC5)c34)CC2)c1 | 96 | -1.5
CCCCn1c(SCc2cc(=O)n3cc(Cl)ccc3n2)nc2ccc(N3CCOCC3)cc2c1=O | 100 | -0.2
Cc1ccnc(NS(=O)(=O)c2ccc(NC(=O)c3nc(SC(C)C)ncc3Cl)cc2)n1 | 110 | 0.5
Cc1ccccc1CSc1nc2c(sc3ccccc32)c(=O)n1CCCC(=O)NCCCOC(C)C | 107 | 0.4
Cc1ccc(C2=NS(=O)(=O)N(C)C(C(=O)N3CCC(C)CC3)=C2)cc1 | 101 | -0.6
Cc1cc(C)nc(SCC(=O)OCC(=O)Nc2cc(C)nn2-c2ccccc2)n1 | 100 | -0.5
Cc1ccc2nc(-c3c[nH]c4ccccc34)c(Nc3ccc(F)cc3)n2c1 | 107 | 0.3
CCCn1c(N2CCN(C(=O)/C=C/C(=O)O)CC2)nc2ccccc21 | 99 | -1
Cc1ccc(-c2nnc(SCN3C(=O)c4ccccc4C3=O)o2)cc1C | 100 | -0.3
CC(C)(C)C1CCc2nc(NC(=O)COc3ccc(F)cc3)sc2C1 (stereo not given) | 96 | -2.5
CCOc1ccc(/C=N/N2C(=O)NC(C)(CC)C2=O)c(O)c1 (stereo not given) | 103 | -0.1
O=C(NC1CC1)C1CCN(C(=O)NCc2ccccc2)CC1 | 106 | 1.3
CCOC(=O)c1cc(C)n(-c2cccc(F)c2C#N)n1 | 105 | 1
O=P(OCC(F)(F)F)(N1CCCCC1)N1CCCCC1 | 102 | 0.1
C=CCN=C1NN=C(c2ccc(Cl)cc2)C(C)S1 (stereo not given) | 103 | 0.1
O=C1Nc2ccccc2/C1=C/C=C/c1ccco1 | 101 | -0.1
Nc1sc2c(c1C(=O)c1cccs1)CCCC2 | 104 | 0.1
CCSc1nc2ccccc2c(=O)n1C(C)C | 101 | -0.2
CC(N)c1ccc(C(=O)O)o1 (stereo not given) | 102 | 0.2

Returning to the listing with the 2 entries that preceded the break.
SMILES | PV pol inh | PV pol inh FP z-score
CCSc1nc2ccccc2c(=O)n1C(C)C | 101 | -0.2
CC(C)(C)C1CCc2nc(NC(=O)COc3ccc(F)cc3)sc2C1 (stereo not given) | 96 | -2.5
CCN(C(=O)CSc1nc2ccccc2n1Cc1ccccc1C#N)c1ccccc1 | 106 | 0
CCOC(=O)N1CCN(C(=O)CN(c2cc(C)ccc2OC)S(=O)(=O)c2ccc(C)cc2)CC1 | 101 | -1.1
N#CC1CN(Cc2cccs2)CN(Cc2cccs2)C1 | 103 | 0
COc1cccc(C(=O)Nc2ccc(-c3nc4ccccc4s3)cc2Cl)c1 | 98 | -2.2
NS(=O)(=O)c1ccc(NC(=O)Nc2ccccc2)cc1 | 103 | 0.5
CCC(=O)NCC(c1cccs1)N1CCOCC1 (stereo not given) | 97 | -0.7
Cc1cccc(Nc2nnc(SCc3ccccc3C#N)s2)c1 | 105 | 0.4
CN(C)S(=O)(=O)c1ccc(C(=O)OCCn2cnc3c2c(=O)n(C)c(=O)n3C)cc1 | 106 | 0.5
O=C(NCc1ccco1)c1ccc(Cn2c(=O)c3ccccc3n(Cc3ccccc3F)c2=O)cc1 | 99 | -0.1
Nc1nnc(-c2ccco2)o1 | 103 | 0.1
CCC(CO)NC(=O)c1snnc1C (stereo not given) | 101 | -0.7
Cc1ccc(NC(=O)C(=O)NCC(c2cccnc2)N2CCOCC2)cc1Cl (stereo not given) | 110 | 0.5
COc1ccc(NC(=O)c2c(N)c(C(=O)c3ccc(OC)cc3)n3ccccc23)cc1 | 101 | -1.1
COc1ccccc1NC(=O)C1=C(C)Nc2nc(-c3ccco3)nn2C1c1ccccc1 (stereo not given) | 104 | -0.4
Cc1[nH]n(CCc2ncc(-c3ccccc3)s2)c(=O)c1C1=NCCCCC1 | 98 | -0.3
CCCN(Cc1nnc(-c2ccco2)o1)C(=O)c1nn(-c2ccccc2)nc1C | 100 | -0.6
CCc1ccc(CNC(=O)c2ccc(CSCc3ccc(C)cc3)o2)cc1 | 102 | 0.2
CCc1cccc(NC(=O)CN2c3ccccc3S(=O)(=O)c3ccccc32)c1 | 104 | -0.4
COc1ccc(CC(=O)NC2CCN(CC(=O)Nc3ccc4c(c3)CCC4)CC2)cc1OC | 100 | -0.6
CN(Cc1ccccc1)C(=O)c1ccc2c(c1)S(=O)(=O)N=C1CCCCCN12 | 100 | -0.5
CCN(CC)S(=O)(=O)c1ccc2c(c1)c(=O)c(C(=O)NCCc1ccccc1)cn2C | 107 | 0.5
CN(C(=O)C1CC(c2ccc(F)cc2)=NO1)c1ccccc1 (stereo not given) | 104 | 0.7
C=CCN1C(=S)NC(C)(C)C=C1C | 107 | 0.6
CC(C)(C)c1cc(C(=O)NCc2ccco2)n(Cc2ccc(F)cc2)n1 | 101 | -1.5
CCN1CCN(Cc2coc3ccccc3c2=O)CC1 | 101 | 0.2
Cc1[nH]c2ccc(OC(F)(F)F)cc2c1CCNC(=O)c1c(Cl)cnn1C | 104 | 0.1
O=C(NC1CCCC1)c1ncoc1-c1cccs1 | 100 | -0.3
CCCCN(CC)CCCNC(=O)Cn1ncc2c3ccccc3n(C)c2c1=O | 103 | -0.6
CCCCC(=O)Nc1ccc(C(=O)NCc2ccc(S(N)(=O)=O)cc2)cc1 | 101 | 0.3
COc1cccc(C(=O)OCC(=O)N(C)C)c1 | 105 | 0.3
O=C(NCc1ccccc1)c1nc(-c2ccccc2)no1 | 106 | 2.1
Cc1ccccc1C(=O)Nc1c(C)nc(Nc2ccccc2)nc1Nc1ccccc1 | 111 | -0.3
CCOc1ccccc1NC(=O)CSc1ccc2nnc(CCNS(=O)(=O)c3ccccc3)n2n1 | 113 | 0.9
Cn1c(=O)c2cc(C(=O)NCCCN3CCN(c4ccccc4F)CC3)sc2c2ccccc21 | 105 | 0.1
Cc1ccc(NC(=O)CCC(=O)n2nc(C)cc2C)c(C)c1 | 104 | 0.5
CC(C)(C)CC(=O)NC1CC(=O)N(c2ccc3c(c2)OCCO3)C1 (stereo not given) | 104 | -0.8
CCOC(=O)/C(=N\Nc1ccccc1Cl)N1CCCCC1 | 103 | 0.3
CC1=C(c2ccc(Cl)cc2)S(=O)(=O)N=C1N1CCN(c2cccc(C(F)(F)F)c2)CC1 | 100 | -1.6
Cc1ccc(N2C(=O)CC(NCC(=O)O)C2=O)c(C)c1 (stereo not given) | 101 | 0.1
O=C(CC(c1ccccc1)N(C(=O)Nc1ccccc1Cl)c1ccccc1)C1CC1 (stereo not given) | 106 | 0.4
CCC(=O)NC(Nc1c(C)n(C)n(-c2ccccc2)c1=O)(C(F)(F)F)C(F)(F)F | 106 | 0.4
O=C(Cn1nc(-c2ccccc2)c2c(c1=O)CCCC2)Nc1ccc(F)c(Cl)c1 | 113 | 1.7
O=C(NCc1noc2ccccc12)Nc1ccc(F)cc1F | 105 | 0.4
O=C(NCc1cccnc1)C(C(=O)c1ccc(F)cc1)n1ccccc1=O (stereo not given) | 103 | 0.2
Cc1cc(C)c2[nH]c(=O)c(CN(C(=O)Nc3ccccc3F)C3CC3)cc2c1 | 103 | 0.5
O=C(Cc1ccccc1)OCc1csc(-c2ccccc2)n1 | 101 | -0.3
CN1CCN(c2ccccc2NC(=O)c2cc3c(s2)-c2ccccc2OC3)CC1 | 101 | -0.7
CCOC(=O)CNC(=O)N1CCN(S(=O)(=O)c2ccc3c(ccn3C)c2)CC1 | 111 | 1.1
Cc1cc(C(=O)OCC(=O)N2C(C)CCCC2C)c2ccccc2n1 (stereo not given) | 101 | -0.2
CC1SC(c2ccccc2)N(Cc2ccccc2)C1=O (stereo not given) | 102 | 0.2

(cont.)
SMILES | PV pol inh | PV pol inh FP z-score
CNC(=O)C1CCN(Cc2cc3ccccc3n2Cc2ccccc2C)CC1 | 108 | 0.4
CN1C(=O)C2(SCC(=O)N2c2cccc(C(F)(F)F)c2)c2ccccc21 (stereo not given) | 108 | 0.4
c1ccc(CNC2=NCCC2)nc1 | 100 | -0.4
CCOc1ccc(Br)cc1C1C(C(=O)OC)=C(C)NC2=C1C(=O)c1ccccc12 (stereo not given) | 104 | -0.2
O=S(=O)(c1ccc(F)cc1)N(CCCN1CCOCC1)Cc1cccs1 | 101 | 0.3
Cc1ccc(C(C(=O)NC2CCCCC2)N(C(=O)C2COc3ccccc3O2)c2ccc3c(c2)OCO3)o1 (stereo not given) | 104 | 0.8
C/C=C/C(=O)Nc1ccc(Cl)c(Cl)c1 | 101 | -0.1
CCCC(=O)Nc1cccc(-c2cn3cccnc3n2)c1 | 111 | 0.7
CC(C)CCNC(=O)c1ccc(CSc2nc3ccncc3n2Cc2ccccc2)cc1 | 104 | 0.4
Cc1c(C(=O)NCCN2CCN(Cc3ccccc3)CC2)sc2nc3n(c(=O)c12)CCC3 | 103 | 0.8
COC(=O)c1sc(Nc2ccccc2)nc1C | 100 | 0
O=C(CCS(=O)(=O)Cc1ccccc1)Nc1ccc(F)cc1F | 99 | -0.9
C/C(=N\NC(=O)c1cc(-c2ccco2)nc2ccccc12)c1cccnc1 | 103 | 0
O=C(NC(Nc1ccccc1)(C(F)(F)F)C(F)(F)F)c1ccccc1 | 107 | 0.4
NC(=O)CSc1cn(CC(=O)N2CCOCC2)c2ccccc12 | 102 | -0.1
O=C1CCC/C(=N\NC(=S)NCCc2ccccc2)C1 | 113 | 1.4
CC(C)CN1C(=O)c2ccc(C(=O)NCc3ccccn3)cc2C1=O | 100 | -0.9
CCOC(=O)c1cc(CC)sc1/N=C/c1c(O)[nH]c(=O)[nH]c1=O | 125 | 2.4
Cc1cc(C)c2c(N)c(C(=O)NC3CCCC3)sc2n1 | 102 | 0.1
O=C(C(c1ccccc1)N1Cc2ccccc2C1=O)N1CCN(c2ccccc2F)CC1 (stereo not given) | 100 | -0.7
CCc1nn2c(=O)cc(COC(=O)c3cccc(NC(=O)COc4ccccc4F)c3)nc2s1 | 101 | -1.2
CCC(=O)Nc1cc(C)c(O)c(-c2nc3cc(C)ccc3o2)c1 | 102 | 0.1
COc1ccc(NC(=O)c2ccco2)cc1NC(=O)c1cc2ccccc2o1 | 102 | 0.4
CC1CCCN(c2nc(-c3ccccc3O)nc3ccccc23)C1 (stereo not given) | 106 | 0.2
CCCN(CCC)S(=O)(=O)Cc1ccccc1Cl | 107 | 3.1
Cc1cccc2nc(CN3CCN(Cc4ccc5c(c4)OCO5)CC3)cc(=O)n12 | 107 | 0.5
O=c1c2ccccc2n2c(-c3cccc(F)c3)nnc2n1Cc1ccccc1 | 112 | 0.2
CSc1sc(C(=O)O)c(-c2ccccc2Cl)c1C#N | 103 | 0.3
COC(=O)c1sccc1NC(=O)Cc1noc2ccc(C)cc12 | 101 | 0.1
CC(C)(C)C(=O)Nc1c2c(nn1-c1cccc(Cl)c1)CSC2 | 100 | -0.3
CCN(Cc1ccccc1)S(=O)(=O)c1cn(C)c(=O)n(C)c1=O | 101 | -0.2
COc1ccc(OC)c(CNC(=O)CN2N=C(c3ccc(Cl)cc3)CCC2=O)c1 | 113 | 0.5
CCCCON1C(=O)c2cccc3cccc(c23)C1=O | 99 | -0.4
Cc1nc2c(C(=O)NC3CC3)c[nH]n2c(=O)c1Cc1ccccc1F | 106 | 2.6
N#Cc1ccccc1COC(=O)COc1ccccc1C#N | 99 | -0.3

Only part of the results is shown (hit frequency here may not be typical).
